EPAC1 antag = EPAC1 (human) antagonism. EPAC1 GEF assay, Rap1b-BODIPY-GDP exchange fluorescence. 0.14% of 360,000 active. O95398. Potency, µM (top dose mostly 115 µM), inactives show at the highest dose activity change, negative = inhibition, actives largely listed as inhibitors;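 also: plate controls were vehicle for no effect and positive control for full effect; nearly all actives have a fitted effect of over 50% in size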
EPAC2 antagonist = EPAC2 (human) antagonism; Potency, µM (series often up to 114 µM), inactives show at the highest dose activity, negative = inhibition, usual class: inhibitors; EPAC2 GEF exchange of Rap1B-BODIPY-GDP, fluorescence; Q8WZA2; 0.18% of 360,000 active; AID 720708; also: % is scaled to controls: 0 for no effect and ±100 for the full control effect; nearly all actives have a fitted effect of over 45% in size; many of its hits are not listed in these tables
FUS suppressor = suppressors of FUS proteinopathy in yeast; 0.24% of 390,000 active; Potency, µM (highest dose often 76.6 µM), inactives show top-dose growth rescue (activation), hits mostly activators; S. cerevisiae FUS-expressing, growth rescue, OD600, 24 h;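 also: plate controls were DMSO vehicle for no effect and reference control for full effect; nearly all actives have a fitted effect of over 55% in size; some results filed as inactive show a strong effect at the top dose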
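Steps: raffinose overnight preculture; dilution to OD 0.005 in 2% galactose minimal medium; compound addition (concentration series); 24hr at 30C, 99% humidity; absorbance read at 600 nm.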
aSyn yeast inh = inhibitors of alpha-synuclein toxicity in yeast; 0.14% of 370,000 active; Yeast expressing alpha-synuclein, growth rescue, BacTiter-Glo, 24 h; Potency, µM (highest dose often 46.1 µM), for the others: at the top dose growth rescue (activation), usual class: activators; AID 652106; also: % of control where 0% means no effect; nearly all actives have a fitted effect of over 65% in size
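Readout is rescue of growth in alpha-synuclein-expressing yeast, so inhibitors of toxicity appear as activators. Growth after 24 hr at 30 deg C in galactose medium is quantified by luminescence.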
EPAC1 agonist = activates human EPAC1 exchange factor | EPAC1 agonist qHTS, biochemical assay; response scale: 100% = response to 6.5 mM cAMP | O95398 | Potency, µM (highest dose often 154 µM), inactives show at the top dose activation, actives largely listed as activators | 0.073% of 360,000 active | AID 720707; also: nearly all actives have a fitted effect of over 60% in size
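Nucleotide exchange assay: 100 nM EPAC1 with 250 nM Rap1B loaded with BODIPY-GDP and 50 uM GDP, room temperature. Fluorescence (480/540 nm) read every 5 min for 30 min; signal change normalized to 6.5 mM cAMP as full agonist.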
EPAC2 ag = EPAC2 (human) agonism; AID 720711; Q8WZA2; 0.079% of 360,000 active; EPAC2 activation, biochemical qHTS; response scale: 100% = 6.5 mM cAMP response; Potency, µM (series often up to 154 µM), for the others: at the top dose activation, usual class: activators; also: nearly all actives have a fitted effect of over 50% in size
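Compounds were titrated in qHTS against a Rap1B-BODIPY-GDP (250 nM) complex with EPAC2 (100 nM) and GDP (50 uM). BODIPY-GDP release tracked at 480/540 nm over 30 min at room temperature, normalized to 6.5 mM cAMP.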
PTHR1 agonist = PTHR1 (human) receptor agonism; Q03431; 0.075% of 410,000 active; AID 743266; Potency, µM (doses to about 115 µM), without a hit: at the highest dose activation, most hits filed as activators; HEK293 GP2 PTHR1 cells, GloSensor cAMP luminescence, 1 h; also: nearly all actives have a fitted effect of over 55% in size; some results filed as inactive show a strong effect at the top dose; inactives centre near -15; many of its hits are not listed in these tables
Target sequence (Q03431 whole entry, looked up): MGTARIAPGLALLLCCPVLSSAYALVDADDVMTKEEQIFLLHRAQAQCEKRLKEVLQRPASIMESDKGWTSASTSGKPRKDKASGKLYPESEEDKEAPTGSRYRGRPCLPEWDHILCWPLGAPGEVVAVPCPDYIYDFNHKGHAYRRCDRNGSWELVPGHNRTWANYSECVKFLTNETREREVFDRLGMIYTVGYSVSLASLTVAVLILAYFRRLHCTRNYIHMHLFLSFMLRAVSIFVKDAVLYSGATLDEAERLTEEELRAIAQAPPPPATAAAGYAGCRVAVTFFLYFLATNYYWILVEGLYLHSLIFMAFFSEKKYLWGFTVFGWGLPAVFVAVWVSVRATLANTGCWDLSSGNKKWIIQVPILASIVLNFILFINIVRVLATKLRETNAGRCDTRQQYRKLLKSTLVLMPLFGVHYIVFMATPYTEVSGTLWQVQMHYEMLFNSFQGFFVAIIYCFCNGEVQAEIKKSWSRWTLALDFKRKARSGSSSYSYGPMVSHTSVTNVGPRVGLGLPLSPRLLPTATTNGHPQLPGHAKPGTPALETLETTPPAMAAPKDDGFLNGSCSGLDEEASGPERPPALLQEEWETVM
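HEK-293-derived GP2 cells expressing PTHR1 and a GloSensor cAMP reporter, 3,000/well, plated overnight, given luciferin plus IBMX (each 0.5 mM as added) for 1 h at 37 °C, then compound for 1 h at 37 °C. Luminescence was read after 15 min at room temperature.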
TDP43 rescue = rescues yeast growth from TDP-43 toxicity. TDP-43 expressing yeast growth rescue, BacTiter-Glo, 24 h. 1.8% of 410,000 active. Potency, µM (titrated, usually from 46.1 µM), inactives show at the highest dose growth rescue (activation), hits mostly activators. AID 652104; also: % of control where 0% means no effect; nearly all actives have a fitted effect of over 50% in size
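Cell-based yeast growth screen: TDP-43 expression induced in galactose, inoculum OD600=0.02 after raffinose pregrowth to mid-log. Read-out BacTiter-Glo luminescence at 24 hr, 30 deg C; inhibition of toxicity seen as signal increase.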
An asterisk follows results filed as active; i = inactive; ? = inconclusive; . = not tested or not shown; & = joins results of further samples; [ ] = remark or other dose. Calls follow the shape of the dose curve; as a rule, active = well fitted curve in the direction sought with a large enough effect; inconclusive = small, poorly fitted or top-dose-only effect, or another doubt; inactive = no such curve, though single readings can be large; an effect the other way counts as inactive or inconclusive. Potency is read from the fitted curve at half-maximal effect. A portion of the library. The share of hits here may be higher or lower than overall.

SMILES	EPAC1 antag	EPAC2 antagonist	FUS suppressor	aSyn yeast inh	EPAC1 agonist	EPAC2 ag	PTHR1 agonist	TDP43 rescue
CN(C)S(=O)(=O)c1cccc2nsnc12	-3%	-8%	?	-10%	7%	-8%	-41%[inhibitor][57.5 µM]	-21%
CCOCCCNC(=O)N[C@@H](Cc1ccccc1)C(=O)OC	-5%	-4%	15%	-4%	-2%	2%	i	-7%
CC(=O)Nc1ccc(NC(=O)c2ccccc2-n2cnnn2)cc1	9%	-1%	-1%	1%	-2%	1%	i	-1%
COC(=O)c1c(CSc2cccc(C)c2)noc1C(=O)NCc1ccco1	-3%	-10%	?	19%	-3%	24%	-33%[inhibitor]	24%
CCN(C(=S)Nc1ccc(OC(F)F)cc1)C1CCCCC1	-2%	2%	-21%	-10%	0%	10%	-24%	?
CC(=O)c1ccc(NC(=O)c2cc(Cl)nc3ccccc23)cc1	-8%	-6%	.	-2%	-5%	1%	-10%	24%
CC(=O)NNc1ncnc2c1cnn2-c1ccc(C)cc1	6%	1%	3%	3%	4%	10%	i	-22%
COc1ccc(CNC(=O)COC(=O)c2cnccn2)cc1	4%	-2%	24%	-7%	8%	9%	9%[57.5 µM]	-2%
CNC(=O)OCc1nc(SC2CCCCO2)n(C)c1COC(=O)NC (centres undefined)	-4%	3%	-12%	-8%	6%	4%	0%	19%
Clc1cc(Cl)cc(Nc2ncnc(-n3cccc3)n2)c1	-21%	-19%	5%	-6%	7%	-1%	i	-4%
O=C(C1CC1)N1CCN(S(=O)(=O)c2ccc3c(c2)OCCO3)CC1	-9%	-2%	-4%	-1%	6%	5%	i	-22%
CCCCN(C(=O)c1ccc(C)c(S(=O)(=O)N2CCOCC2)c1)c1c(N)n(CC(C)C)c(=O)[nH]c1=O	-13%	4%	34%	1%	9%	-11%	i	8%
CCN(CC)S(=O)(=O)c1ccc(/C=C/C(=O)OCC(=O)N(C)C)cc1	9%	2%	-3%	5%	10%	0%	i	-6%
Cc1ccc(-n2c(=O)[nH]cc(C(=O)Nc3ccc4c(c3)OCCO4)c2=O)cc1C	19%	9%	9%	19%	-3%	-4%	i	-7%
O=C(NC1CCCCC1)C1CCN(S(=O)(=O)c2cccc3nsnc23)CC1	6%	3%	-5%	-2%	-7%	-8%	-11%[57.5 µM]	-16%
COCCNc1ncnc2c1cnn2Cc1ccc(Cl)cc1	-6%	-4%	9%	2%	10%	-1%	-18%[57.5 µM]	6%
CN1C(=O)C2(c3ccccc31)N(C)CC(c1ccccc1)C21SC(=S)N(Cc2ccco2)C1=O (centres undefined)	-2%	-7%	4%	-9%	16%	22%	-29%	-4%
O=C(NCc1ccccc1)c1cc(-c2ccco2)on1	2%	-6%	23%	-11%	4%	-4%	i	0%
CCOC(=O)C1=C(C)NC(C)=C(C(=O)OCC)C1c1cccc([N+](=O)[O-])c1	-19%	?	8%	13%	1%	11%	-21%	25µM*
N#Cc1c(Cl)cccc1N1CCSCC1	0%	-17%	-21%	10%	-1%	1%	-25%	?
Cc1cc(N2CCOCC2)nc2ccc(NC(=S)NCCC(C)C)cc12	-8%	-20%	11%	-6%	-6%	-1%	i	-11%
O=C(O)c1cccc(NS(=O)(=O)c2ccc(-c3ccc(S(=O)(=O)Nc4cccc(C(=O)O)c4)cc3)cc2)c1	-1%	2%	-15%	11%	-2%	20%	2%	-7%
CCOC(=O)N1CCN(C(=O)c2cccc(N3C(=O)NC4CC3(C)Oc3ccc(Cl)cc34)c2)CC1 (centres undefined)	3%	-6%	14%	2%	3%	-3%	-11%	3%
CCOc1ccccc1OCC(=O)Nc1cc2c(cc1C(=O)O)OCCCO2	-13%	2%	13%	-15%	-17%	7%	-23%	-8%
C=CCn1c(O)c(N=NC(=O)CNC(=O)c2ccco2)c2ccccc21	-10%	5%	-24%	1%	-18%	3%	i	10%
O=C(Nc1ccc(Cl)c(C(F)(F)F)c1)C1CCCN(S(=O)(=O)c2cnc[nH]2)C1 (centres undefined)	2%	-1%	11%	-10%	-1%	-21%	i	23%
CC(=O)Nc1ccc2nc(NC(=O)CCc3ccccc3)sc2c1	-22%	7%	-10%	-1%	-3%	0%	-19%	2%
Cc1ccc2[nH]c3c(c2c1)CCNC3=O	-1%	5%	-3%	-1%	-7%	2%	i	?
CN1C(=O)c2ccccc2Sc2ccc(NC(=O)N3CCOCC3)cc21	-15%	-14%	6%	6%	5%	4%	-25%	-3%
Cc1ccc2cccc(NC(=O)c3cccc4c(Cl)cccc34)c2n1	.	.	-17%	-2%	.	.	-5%	8%
CC(C)CN1CCC(=O)N(CCSc2ccc(Br)cc2)CC1	-25%	-6%	-16%	1%	-1%	0%	-41%	-4%
Nc1nc(SCc2ccccn2)c2ncn(C3OC(CO)C(O)C3O)c2n1 (centres undefined)	7%	1%	15%	2%	-4%	6%	i	-6%
C/C(Nc1ccccc1)=C(/C#N)C(N)=O	13%	11%	14%	-9%	-1%	2%	-8%[57.5 µM]	-9%
O=[N+]([O-])c1ccc(/C=N/N/C(=N/c2ccccn2)c2ccccn2)cc1	0%	6%	-3%	-10%	-4%	-3%	i	-14%
CSc1nnc(-c2sc3cc(C(F)(F)F)cnc3c2-c2ccccc2)n1C	-20%	-25%	?	-6%	-8%	-18%	-94%[inhibitor]	17%
CCOC(=O)C1=C(NC(=O)c2ccc(Br)o2)Nc2ccccc2N=C1	1%	13%	-5%	0%	-4%	-4%	-9%	11%
COc1cccc(CC2(CO)CCCN(Cc3ccc(OC(F)F)cc3)C2)c1 (centres undefined)	-16%	-18%	15%	3%	-6%	4%	i	0%
O=C(Nc1ccc(F)c(Cl)c1)c1ccccc1NC(=O)C1CCCCC1C(=O)O (centres undefined)	-1%	-4%	-1%	5%	4%	10%	i	?
Cn1cc(CN2CCN(Cc3ccccc3)CC2)c(-c2cccc(Cl)c2)n1	-26%	-12%	8%	2%	-16%	-4%	-65%[inhibitor]	-4%
Cc1ccc(S(=O)(=O)NCCC(=O)NCC(=O)Nc2c(C)cccc2C)cc1C	-5%	6%	-6%	11%	8%	8%	-9%	-14%
CCn1c(=O)n(CC)c2cc(N3CCCC3)c(NC(=O)c3cc(Br)ccc3OC)cc21	-3%	-9%	26%	2%	-6%	11%	-35%[inhibitor]	14%
Cc1ccc(/C=N/Nc2ccc(Cl)c(C(=O)O)c2)s1	-23%	-5%	3%	-5%	9%	10%	-36%	2%
O=S1(=O)CC/C(=N\O)c2ccccc21	15%	21%	16%	-11%	-1%	-5%	i	3%
CCOc1ccc(NC(=O)Cn2c(=O)n(-c3ccccc3)c(=O)c3ccc(C(=O)NCc4ccc5c(c4)OCO5)cc32)cc1	.	.	-7%	-3%	.	.	-10%	8%
CCOC(=O)c1c(N2C(=O)Nc3ccccc3N2O)n[nH]c1-c1cccc(Cl)c1	-20%	-18%	10%	2%	3%	-6%	i	-6%
CCCCCCCn1c(=O)c(C(=O)OC)c(N)c2ccccc21	-13%	?	?	-53%[inhibitor]	-1%	-2%	-29%	-88%[inhibitor]
COc1ccccc1CN1[C@@H](CC(C)=O)c2cc(C(F)(F)F)ccc2S1(=O)=O	-10%	-27%	16%	0%	-13%	8%	-37%[inhibitor]	?
Cc1cc(C)cc(OCC(=O)OCc2cc([N+](=O)[O-])cc3c2OCOC3)c1	-16%	-11%	4%	7%	4%	7%	2%	-15%

Part of the list above, limited to EPAC2 antagonist.
SMILES | EPAC2 antagonist
Cc1cc(C)cc(OCC(=O)OCc2cc([N+](=O)[O-])cc3c2OCOC3)c1 | -11%
O=S1(=O)CC/C(=N\O)c2ccccc21 | 21%

Remaining list, next part:
SMILES	EPAC1 antag	EPAC2 antagonist	FUS suppressor	aSyn yeast inh	EPAC1 agonist	EPAC2 ag	PTHR1 agonist	TDP43 rescue
CCOC(=O)COn1c(=O)c(C)[n+]([O-])c2ccccc21	5%	5%	0%	0%	2%	5%	-11%[57.5 µM]	-11%
COc1cc(/C=C2\CCC/C(=C\c3ccc(O)c(OC)c3)C2=O)ccc1O	-10%	3%	?	-6%&-11%	-9%	9%	-26%	11%
O=C1c2ccccc2C(O)(c2ccccc2)N1c1ccncc1 (centres undefined)	-4%	-18%	-23%	1%	2%	6%	-41%[inhibitor]	1%
CCOc1ccc(NCCC#N)cc1	10%	10%	-2%	1%	-6%	-5%	i	0%
O=Cc1cn(CC(=O)N2CCc3ccccc32)c2ccccc12	7%	11%	16%	-5%	-12%	0%	-1%	-1%
COc1ccc(C(=O)c2ccc(Cl)c([N+](=O)[O-])c2)cc1	-12%	-4%	.	-3%	11%	11%	-83%	?
COc1ccc(CCN2CC(C(=O)N(C)Cc3c(C)n[nH]c3C)CCC2=O)cc1 (centres undefined)	22%	13%	5%	9%	3%	-1%	i	7%
CC(C(=O)Nc1ccc([N+](=O)[O-])cc1)N1CCN(C/C=C/c2ccccc2)CC1 (centres undefined)	11%	-12%	11%	2%	2%	11%	-30%	-6%
COc1ccc(CCC(=O)Nc2ccc(C(=O)c3ccncc3)cc2)cc1	0%	-1%	-4%	2%	10%	-1%	-13%	19%
Cc1ccc(/C=N/NC(=O)c2cc(C)oc2C)cc1	-20%	-2%	24%	-1%	8%	11%	-4%	-11%
CC1(C(=O)NS(=O)(=O)C2CC2)CCCN(C(=O)Cc2ccc3ccccc3c2)C1 (centres undefined)	5%	13%	4%	2%	6%	4%	i	17%
COc1ccc(C(=O)NCc2nnc(SCC(=O)N3CCCCCC3)o2)cc1OC	-24%	5%	1%	-4%	10%	5%	i	9%

Quoted at random: 2 entries already listed, in no set order.
SMILES	EPAC1 antag	EPAC2 antagonist	FUS suppressor	aSyn yeast inh	EPAC1 agonist	EPAC2 ag	PTHR1 agonist	TDP43 rescue
O=C1c2ccccc2C(O)(c2ccccc2)N1c1ccncc1 (centres undefined)	-4%	-18%	-23%	1%	2%	6%	-41%[inhibitor]	1%
CCOc1ccc(NCCC#N)cc1	10%	10%	-2%	1%	-6%	-5%	i	0%

Next section.
SMILES	EPAC1 antag	EPAC2 antagonist	FUS suppressor	aSyn yeast inh	EPAC1 agonist	EPAC2 ag	PTHR1 agonist	TDP43 rescue
CC1CC(C)CN(C(=O)Cn2c(=O)n(CCCCC(=O)NCc3ccco3)c(=O)c3ccccc32)C1 (centres undefined)	-2%	4%	2%	9%	-16%	4%	i	12%
O=C(Nc1nc(-c2ccccn2)cs1)Nc1ccc(F)cc1F	-27%	-10%	4%	?	3%	12%	-26%	?
O=C(NNC(=O)c1ccccc1C(=O)O)c1cc2ccccc2o1	-29%	-1%	5%	0%	6%	2%	i	26%
Nc1cc(S(=O)(=O)N2CCCCC2)ccc1Oc1ccc(Cl)cc1	-15%	-10%	40%	21%	1%	12%	-28%	26%

Compound activity: PubChem, National Center for Advancing Translational Sciences (NCATS)
